Compound activity (PubChem)
ADAM17 inh – ADAM17 inhibitors, primary screen, biochemical, QFRET. Disintegrin and metalloproteinase domain-containing protein 17 (Homo sapiens), P78536. recombinant ADAM17, EDANS/DABCYL FRET peptide cleavage. inhibition, % at 6.95 µM. actives 0.83% (n = 370,000);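 active means inhibition above the mean of compounds lying between control limits plus 3 SD, set per campaign, cut at about 8.5% in these data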;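 further: 0% = DMSO-only wells as the low control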
Target sequence (P78536 215-824 limits assumed): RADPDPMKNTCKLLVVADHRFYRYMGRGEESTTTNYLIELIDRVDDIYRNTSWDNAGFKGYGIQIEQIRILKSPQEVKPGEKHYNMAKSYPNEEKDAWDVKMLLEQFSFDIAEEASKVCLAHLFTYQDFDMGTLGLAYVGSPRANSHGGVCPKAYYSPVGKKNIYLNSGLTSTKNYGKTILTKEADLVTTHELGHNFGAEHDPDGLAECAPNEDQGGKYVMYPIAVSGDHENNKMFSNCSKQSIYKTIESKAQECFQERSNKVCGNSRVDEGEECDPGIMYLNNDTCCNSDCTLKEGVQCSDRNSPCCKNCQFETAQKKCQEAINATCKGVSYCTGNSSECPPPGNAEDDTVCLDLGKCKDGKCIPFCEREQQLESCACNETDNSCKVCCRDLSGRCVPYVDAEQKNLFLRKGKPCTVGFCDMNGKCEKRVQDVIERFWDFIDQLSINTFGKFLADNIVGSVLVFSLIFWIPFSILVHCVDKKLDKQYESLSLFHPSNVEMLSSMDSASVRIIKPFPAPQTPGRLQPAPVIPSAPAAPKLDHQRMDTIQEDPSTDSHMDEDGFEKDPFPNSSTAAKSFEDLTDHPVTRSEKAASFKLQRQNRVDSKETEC
Rev-erbA mod – modulators of Rev-erb alpha DNA binding, primary screen, biochemical, FITC-DNA, fluorescence polarization, uHTS; Nuclear receptor subfamily 1 group D member 1 (Homo sapiens), P20393; Rev-erbα–FITC-DNA binding, 90 min; activity, % at 10 µM; actives 0.79% (n = 370,000);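 active means activity above about 14%, limit read from the data; passing the limit was not always enough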;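 further: 0% = DMSO wells with 35 nM protein and 100% = DMSO wells with 750 nM protein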
DAX1 inh-1 – DAX1 (NR0B1) inhibitors, primary screen, cell-based, HEK293, Gal4-DAX1, luciferase luminescence | HEK293 Gal4-DAX1 luciferase reporter | inhibition, % at 6.75 µM | actives 0.99% (n = 340,000) | AID 504766, 2011;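 active means inhibition above the mean over all tested compounds plus 3 SD, cut at about 4.2% in these data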;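 further: 0% = DAX1-transfected cells with DMSO and 100% = empty-vector control cells with DMSO; inhibition shows as a rise in luminescence from relieved DAX1 repression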
PLC-gamma1 inh – PLC-gamma1 enzyme inhibitors, primary screen, biochemical, fluorescence, purified enzyme; fluorogenic substrate; inhibition, % at 12.2 µM; actives 0.84% (n = 370,000); AID 720700, 2013; in the data active means inhibition above about 9.5%
ssDAF12 agonist – S. stercoralis DAF-12 nuclear receptor activators, primary screen, cell-based, luminescence, HEK293, GRIP1 co-expression, lit1-tk-luc; actives 1% (n = 370,000); activation, % at 6.8 µM; HEK293 ssDAF-12/GRIP1 lit1-tk-luc reporter; % of 3 µM dafachronic acid response; AID 652126, 2013;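 active means activation above the mean over all tested compounds plus 3 SD, cut at about 0.9% in these data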;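 further: 0% = DMSO-only wells and 100% = 3 µM delta7-dafachronic acid wells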
hgDAF12 agonist – H. glycines DAF-12 receptor agonists, primary screen, cell-based, luminescence, HEK293, GAL4 fusion, UAS-luciferase. Nuclear hormone receptor DAF-12 (Heterodera glycines), GAL4 fusion. activation, % at 6.8 µM. actives 1.8% (n = 370,000). AID 687014, 2013. HEK293 GAL4-hgDAF12 UAS-luciferase reporter, agonist luminescence; normalized to butyrate control;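 active means activation above a cutoff set at the mean of all screened compounds plus 3 SD, cut at about 10% in these data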;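 further: 0% = DMSO wells and 100% = sodium butyrate wells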
PLC-beta3 inh – human PLC-beta3 inhibitors, primary screen, biochemical, fluorescence; actives 0.18% (n = 370,000); inhibition, % at 12.2 µM; Purified PLC-beta3, fluorogenic substrate; AID 720704, 2013; 1-phosphatidylinositol 4,5-bisphosphate phosphodiesterase beta-3 (Homo sapiens), Q01970; in the data active means inhibition above about 11%;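 further: 0% = median of compound wells on plate and 100% = full blocker control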
DAX1 inh-2 – DAX1 (NR0B1) inhibitors on StAR promoter, primary screen, cell-based, luminescence, SF-1 (NR5A1), full-length DAX-1 | actives 1.1% (n = 370,000) | HEK293T StAR-luciferase reporter, SF-1/DAX-1 repression relief | AID 652010, 2013 | inhibition, % at 6.8 µM;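 active means inhibition above the mean over all tested compounds plus 3 SD, cut at about 3.6% in these data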;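 further: 0% = DAX-1 cells with DMSO and 100% = cells lacking DAX-1 with DMSO; higher inhibition means more luminescence from relief of DAX-1 repression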
SMARCA2 activ – SMARCA2 (BRM) function activators, primary screen, cell-based, luminescence, high throughput. MG213 cells, MMTV-luciferase reporter, dexamethasone, overnight. activation, % at 9.1 µM. actives 1% (n = 370,000); in the data active means activation above about 7.8%;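 further: 0% = vehicle wells and 100% = reference activator wells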
MBD2 DNA inh – inhibitors of MBD2 binding to methylated DNA, primary screen, biochemical, TR-FRET, DNA-binding domain, human. MBD2 binding to methylated oligonucleotide. inhibition, % at 4.4 µM. actives 0.31% (n = 370,000); in the data active means inhibition above about 13%
Target sequence (Q9UBB5 whole entry, looked up, the tested form may be a part): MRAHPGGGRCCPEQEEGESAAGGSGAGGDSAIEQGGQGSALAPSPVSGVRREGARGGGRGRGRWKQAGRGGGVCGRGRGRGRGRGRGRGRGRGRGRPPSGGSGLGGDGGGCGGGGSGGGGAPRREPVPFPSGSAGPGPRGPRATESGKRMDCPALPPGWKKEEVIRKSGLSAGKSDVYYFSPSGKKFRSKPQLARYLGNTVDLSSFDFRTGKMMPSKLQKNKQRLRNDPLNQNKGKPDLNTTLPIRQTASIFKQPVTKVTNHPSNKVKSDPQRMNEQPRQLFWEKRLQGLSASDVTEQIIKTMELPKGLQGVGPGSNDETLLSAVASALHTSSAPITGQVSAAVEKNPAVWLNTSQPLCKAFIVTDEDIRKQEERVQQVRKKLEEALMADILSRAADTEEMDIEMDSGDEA
hcDAF-12 act – H. contortus DAF-12 nuclear receptor activators, primary screen, cell-based, luminescence, HEK293, lit1-tk-luc reporter; HEK293 hcDAF-12 lit1-tk-luc reporter; 0% DMSO, 100% Δ7-dafachronic acid; actives 1.4% (n = 370,000); activation, % at 6.8 µM;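 active means activation above the mean of all tested compounds plus 3 SD, cut at about 5.5% in these data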;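 further: 100% = response to 3 µM Δ7-dafachronic acid high control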
* marks the source's active call; other numbers are inactive results; i = inactive; . = not tested or not shown; & = joins results of further samples.

nr	compound	ADAM17 inh	Rev-erbA mod	DAX1 inh-1	PLC-gamma1 inh	ssDAF12 agonist	hgDAF12 agonist	PLC-beta3 inh	DAX1 inh-2	SMARCA2 activ	MBD2 DNA inh	hcDAF-12 act
1	C=C(C)C(=O)Nc1cccc(C2=NOC3(C2)C[C@@H](C(N)=O)N(C(=O)c2cc([N+](=O)[O-])cc([N+](=O)[O-])c2)C3)c1 (some centres undefined)	1.8	-1.9	0.4	2.4	-1.2	0.9	2.1	0.2	1.0	-3.1	-0.7
2	N=c1ccn(CC(=O)NC(N)=O)c2ccccc12	-3.7	-3.5	0.6	3.8	-1.3	1.2	4.5	0.0	-3.2	-3.2	2.7
3	Cc1cccc(Cn2cccc2/C=C2/C(=N)N3C=CSC3=NC2=O)c1	-9.1	-0.7	0.6	-5.4	-1.5	0.0	-16.8	-0.9	-2.2	0.0	-2.2
4	Cc1cccc(NC(=O)COC(=O)COc2ccc3c(c2)CCC3)c1	-0.9	-7.3	-1.0	-5.6	-0.9	2.4	-9.7	-0.1	-1.2	5.3	0.0
5	CCOC(=O)N1CCN(C(=O)CS(=O)(=O)c2cn(Cc3ccc(F)cc3)c3ccccc23)CC1	-1.3	-0.8	-0.3	2.7	-0.4	-1.6	4.1	-0.8	8.0*	-1.1	-1.3
6	COc1cccc(N2CC(O)=C(c3ccccc3)C2=N)c1	-1.4	-2.3	3.2	1.0	-0.8	0.1	6.0	0.6	1.1	2.1	-1.5
7	Cc1cccc(CCNC(=O)CCNC(=O)Cn2ccc3ccccc3c2=O)c1	-8.1	-0.1	-0.8	-0.2	-1.6	-0.7	-1.9	-0.1	-2.4	1.5	-2.8
8	CCNC(=S)N1CCC(NC(=O)c2ccco2)CC1	-3.6	1.2	0.1	2.2	0.1	1.5	-4.1	-0.5	-2.0	6.3	2.4
9	Cn1c(-c2ccc(F)cc2)cc2onc(-c3ccccc3Cl)c2c1=O	-1.1	5.3	2.2	0.8	-0.2	9.9	3.8	1.4	9.9*	-1.3	4.5
10	COc1ccc(C(=O)NC(C)c2ccncc2)cc1S(=O)(=O)N(C)Cc1ccccc1 (centres undefined)	-2.2	-3.9	-0.1	-4.8	-1.6	3.3	-6.8	-0.1	-1.4	4.9	-0.2
11	COc1ccc2nc(C)cc(Nc3ccc(C)cc3)c2c1	0.1	1.3	-0.8	9.3	-1.4	1.2	-0.5	0.0	-0.2	-6.0	-2.3
12	COc1ccc(CN=Cc2c(C(=O)O)[nH]c3ccccc23)cc1	-8.0	3.2	1.9	-3.4	-1.1	1.2	-8.0	0.2	-2.8	2.7	4.5
13	COCc1cn(CC[C@@H]2CC[C@@H](NC(=O)Nc3ccc4c(c3)OCO4)[C@@H](CO)O2)nn1	-1.5	-4.4	.	3.6	-0.5	1.6	0.8	-0.1	1.9	-2.1	1.2
14	CCOC(=O)C1=CNS(=O)(=O)NC1CCc1ccccc1 (centres undefined)	-11.7	6.0	-0.5	-19.2	-0.2	-1.3	-24.3	0.3	-2.3	-0.6	2.6
15	CCOc1ccc(S(=O)(=O)NCCC(=O)N2CC(C)OC(C)C2)cc1 (centres undefined)	-3.0	-2.0	-0.4	-2.4	-1.0	0.7	-5.0	-1.7	1.1	-2.2	0.7
16	CCC1CCCCN1CCCNC(=O)c1ccc2nc(N3CCCCC3)sc2c1 (centres undefined)	-3.4	-3.3	0.5	0.8	0.5	10.7*	-6.2	1.9	2.9	-1.5	5.6*
17	Cn1c(SCc2nnc(-c3ccccc3Br)o2)nc2sc3c(c2c1=O)CCC3	3.2	-5.3	-0.5	1.4	-1.5	2.2	-2.7	-0.4	3.7	-3.0	0.0
18	CCOC(=O)C1CCN(C(=O)COc2ccc3c(c2)OCO3)CC1	-6.5	-2.9	1.8	-1.4	-0.5	-2.0	-13.4	-0.3	-6.6	4.9	-0.4
19	CCN1CCN(Cc2ccc(NC(=O)c3cc(NC(=O)c4cc5cccc(OC)c5o4)cc(OC)c3)cc2C(F)(F)F)CC1	3.9&0.7	0.3&2.2	0.2&0.6	-8.3&-6.0	-1.5&-1.2	-0.1&-1.9	-13.5&-3.7	-0.3&0.2	-11.0&3.2	-1.9&3.5	-2.0&-1.7
20	Nc1nc(-c2ccccc2)nn1C(=O)c1ccco1	-4.2	-0.9	-0.5	2.6	-0.8	-2.0	-2.0	0.6	-3.1	6.6	-0.1
21	COc1ccc(Cl)cc1NC(=O)CCN1CCN(C)CC1	-1.5	1.2	-0.1	3.9	-1.1	1.9	3.8	-0.6	1.7	1.8	3.5
22	FC(F)(F)c1cccc(-c2ccc(/C=N/Nc3nncc(-c4ccccc4)n3)o2)c1	1.8	-3.7	-1.2	1.6	-1.0	0.2	-4.5	1.1	1.8	-1.2	0.9
23	COc1ccc(NC(=O)CCCNC(=O)Cn2cnc3sc4c(c3c2=O)CCCC4)cc1OC	1.6	7.2	-1.2	1.2	-1.5	-2.1	-1.1	-0.3	-2.9	-6.6	-1.9
24	Cc1cc(C)cc(NS(=O)(=O)Cc2ccccc2)c1	-2.1	1.6	-1.7	-0.7	-0.3	1.9	-5.1	-0.2	0.7	0.6	-1.6
25	Cc1cccc(C(=O)NNC(=O)c2cccc(C)c2)c1	-0.2	-4.8	0.5	0.4	-1.0	1.0	0.0	0.3	-2.0	-0.8	0.4

(further entries)
nr	compound	ADAM17 inh	Rev-erbA mod	DAX1 inh-1	PLC-gamma1 inh	ssDAF12 agonist	hgDAF12 agonist	PLC-beta3 inh	DAX1 inh-2	SMARCA2 activ	MBD2 DNA inh	hcDAF-12 act
26	CCC(=O)N1N=C(c2ccc(NS(=O)(=O)CC)cc2)CC1c1ccc(C)cc1 (centres undefined)	i	3.5	-1.2	-79.9	-1.7	3.5	-110.3	-0.5	0.5	-1.9	-1.9
27	Cc1ccc(N(CC(=O)NC2CCCC2)C(=O)CNC(=O)c2cccs2)cc1F	0.0	2.6	-0.8	0.3	-1.1	-1.9	-5.7	-0.2	-1.4	-0.3	-0.1
28	CCC(=O)N1CC23C=CC(CC2CC12CCCCC2)O3 (centres undefined)	-6.8	4.4	-0.8	-0.4	-0.5	-0.1	-13.2	-0.1	-9.8	2.2	0.4
29	O=C(CN(c1ccccc1)S(=O)(=O)c1ccccc1)NCCSc1ccccn1	-6.4	0.4	-0.7	0.1	-0.7	-1.8	0.9	-0.3	-6.2	4.5	0.6
30	CCC(C)(C)NC(=O)c1ccc(S(=O)(=O)N(C)c2ccccc2OC)cc1	4.4	3.6	1.1	-3.0	-1.6	-4.4	2.7	-1.1	-2.5	0.4	-2.5
31	Nc1c(C(=O)NCCN2CCOCC2)c2nc3ccccc3nc2n1CCc1ccccc1	-410.3	-1.8	-2.4	i	-1.5	-5.5	i	-1.6	-1.3	-2.5	-3.1
32	CC(C)c1nc2oc3c(=O)[nH]cnc3c2c2c1CCC2	-3.0	2.6	0.4	2.9	-0.4	3.2	-1.9	1.5	-1.6	6.9	0.6
33	CCOC(=O)c1cnc2ccc(C)cc2c1NCCO	-8.3	2.9	-1.1	-0.6	-1.3	0.7	-3.6	0.3	0.4	-1.0	-1.7
34	Cc1ccc([N+](=O)[O-])c(OCC(=O)OCC(=O)c2ccccc2)c1	2.1	4.4	-0.5	4.6	-0.9	-2.3	2.8	0.1	-2.6	-1.7	0.9
35	NCC1CCC(C(=O)Oc2ccc(CCC(=O)O)cc2)CC1 (centres undefined)	-1.6	-2.1	-0.6	2.5	-1.4	-4.6	-0.8	0.2	-5.0	1.3	-0.4
36	O=C(c1cc(-c2ccncc2)nc2ccc(Cl)cc12)N1CCN(Cc2ccc3c(c2)OCO3)CC1	2.2	4.8	-1.0	3.2	-1.4	-4.1	5.4	-0.3	-0.2	3.1	2.2
37	Cc1ccc(NC(=O)CSc2nnc(COc3ccccc3F)n2N)cc1S(=O)(=O)N1CCOCC1	-1.6	-4.6	0.0	1.5	-1.5	-1.3	-1.7	0.4	3.7	-2.6	-0.9
38	Cn1c2ccccc2c(=O)c2c(=O)n(Cc3cccc4ccccc34)cnc21	2.6	18.4*	.	4.2	-0.3	-3.8	1.1	0.9	2.4	-6.0	-2.4
39	O=C(O)c1c(C(=O)N2N=C3/C(=C/c4ccccc4)CCCC3C2c2ccccc2)cccc1[N+](=O)[O-] (centres undefined)	-6.5	-1.1	0.6	-1.3	-0.3	6.3	-10.8	-0.1	-1.0	-3.1	3.6

3 of the entries above in order of the DAX1 inh-1 value, highest first:
cpd	mol	ADAM17 inh	Rev-erbA mod	DAX1 inh-1	PLC-gamma1 inh	ssDAF12 agonist	PLC-beta3 inh	DAX1 inh-2	SMARCA2 activ	MBD2 DNA inh	hcDAF-12 act
30	CCC(C)(C)NC(=O)c1ccc(S(=O)(=O)N(C)c2ccccc2OC)cc1	4.4	3.6	1.1	-3.0	-1.6	2.7	-1.1	-2.5	0.4	-2.5
29	O=C(CN(c1ccccc1)S(=O)(=O)c1ccccc1)NCCSc1ccccn1	-6.4	0.4	-0.7	0.1	-0.7	0.9	-0.3	-6.2	4.5	0.6
28	CCC(=O)N1CC23C=CC(CC2CC12CCCCC2)O3 (centres undefined)	-6.8	4.4	-0.8	-0.4	-0.5	-13.2	-0.1	-9.8	2.2	0.4

Values in list order from the entries so far.
ADAM17 inh, compounds 27 to 36, in order: 0.0, -6.8, -6.4, 4.4, -410.3, -3.0, -8.3, 2.1, -1.6, 2.2
ssDAF12 agonist, compounds 27 to 36, in order: -1.1, -0.5, -0.7, -1.6, -1.5, -0.4, -1.3, -0.9, -1.4, -1.4
